# Source: PubChem BioAssay
# V1R ag counter = activates human V1a receptor in oxytocin agonist counter-screen | P37288 | activation, % at 3 µM | CHO-V1R cells, Fluo-8 calcium fluorescence, agonist mode; 0% DMSO, 100% 3 nM vasopressin | 0.25% of 320,000 active;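 active means activation above the mean activation of all tested compounds plus 3 SD, per screening run, cut at about 20% in these data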;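 further: signal is peak over basal fluorescence ratio across a 100 second FLIPR read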
# Target sequence (P37288 whole entry, looked up): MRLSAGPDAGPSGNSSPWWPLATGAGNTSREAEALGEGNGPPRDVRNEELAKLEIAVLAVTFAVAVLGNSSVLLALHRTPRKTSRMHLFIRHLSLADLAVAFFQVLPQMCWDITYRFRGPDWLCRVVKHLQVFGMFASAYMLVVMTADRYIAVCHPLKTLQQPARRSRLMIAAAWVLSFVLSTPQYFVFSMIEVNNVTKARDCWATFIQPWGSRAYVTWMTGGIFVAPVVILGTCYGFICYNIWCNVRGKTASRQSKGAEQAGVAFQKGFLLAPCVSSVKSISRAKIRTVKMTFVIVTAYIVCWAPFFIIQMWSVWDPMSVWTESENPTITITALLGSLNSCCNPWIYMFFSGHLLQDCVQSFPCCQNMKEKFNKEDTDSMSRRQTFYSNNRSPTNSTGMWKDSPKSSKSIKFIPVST
# CHO-K1 Ca ag = M1 agonist counterscreen hit in parental CHO-K1 cells; Fluo-8 calcium fluorescence; scaled to maximal ATP response, vehicle zero; activation, % at 3 µM; 0.48% of 360,000 active; in the data active means activation above about 15%;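 further: untransfected CHO-K1 host cells lacking M1 receptor as counterscreen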
# OXTR agonist = human OXTR agonism; CHO-OTR cells, Fluo-8 calcium fluorescence; normalized: DMSO 0%, oxytocin 100%; activation, % at 3 µM; P30559; 0.32% of 320,000 active;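 active means activation above the mean of all tested compounds plus 3 SD, cutoff set per screening run, cut at about 20% in these data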;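 further: peak over basal fluorescence ratio from a 100 s FLIPR kinetic read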
# GPR7 antag = blocks human GPR7 receptor signaling; inhibition, % at 4.4 µM; AID 1861; 1.1% of 290,000 active; P48145; GPR7-expressing cells, fluorescence antagonist assay; in the data active means inhibition above about 16%, passing the limit was not always enough;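 further: cells stimulated with the agonist NPW; 0% = agonist with vehicle and 100% = vehicle without agonist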
# Target sequence (P48145 whole entry, looked up): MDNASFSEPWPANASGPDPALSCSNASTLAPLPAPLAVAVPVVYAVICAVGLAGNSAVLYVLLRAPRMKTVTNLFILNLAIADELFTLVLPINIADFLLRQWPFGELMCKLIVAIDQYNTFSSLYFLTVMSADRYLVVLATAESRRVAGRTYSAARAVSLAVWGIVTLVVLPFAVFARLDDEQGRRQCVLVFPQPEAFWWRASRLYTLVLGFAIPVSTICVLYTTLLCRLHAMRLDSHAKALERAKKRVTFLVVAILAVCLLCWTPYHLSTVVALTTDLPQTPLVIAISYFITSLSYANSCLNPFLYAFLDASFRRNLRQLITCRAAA
# CHO-K1 Ca antag = nonselective inhibitor or artifact in parental CHO-K1 cells; ATP-induced calcium, Fluo-8 fluorescence; inhibition, % at 3 µM; 0.6% of 360,000 active; AID 602250;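 active means inhibition above a per-plate cutoff, the plate's mean sample inhibition plus 3 SD, cut at about 24% in these data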;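 further: 0% = DMSO plus EC80 ATP and 100% = DMSO alone without ATP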
# OXTR potentiator = potentiators of human oxytocin receptor | P30559 | CHO-OTR cells, Fluo-8 calcium fluorescence, potentiator mode; 0% = oxytocin EC15, 100% = EC100 | activation, % at 3 µM | 0.061% of 320,000 active | AID 2445;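 active means activation above that plate's cutoff, the mean activation of tested compounds plus 3 SD, cut at about 6.6% in these data, passing the limit was not always enough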;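 further: 100% uses oxytocin at 75 nM as the full agonist control; some results filed as inactive read as strong as hits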
#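 assay system = CHO-OTR cells, human receptor | schedule = compound 6 min at room temperature before oxytocin, 100 s read | detection = Fluo-8 intracellular calcium fluorescence, ex 470-495, em 515-575 nm | evaluation = normalized max/min fluorescence ratio, % activation | control set = EC15 oxytocin alone as 0%, 75 nM oxytocin (EC100) as 100%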
# M1 PAM parental = counter-screen for M1 PAMs: effect in parental CHO-K1 cells; ATP EC20, Fluo-8 calcium fluorescence; 0% at ATP EC20, 100% at ATP max; activation, % at 3 µM; 0.02% of 360,000 active;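 active means activation above the run cutoff, the mean activation of all test compounds plus 3 SD, cut at about 40% in these data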;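 further: peak over basal fluorescence ratio in a 140 s read after ATP addition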
# CHO parental Ca = signal in parental CHO cells, OX1R antagonist counter-screen; parental CHO-K1, ATP-induced calcium, Fluo-8 fluorescence; inhibition, % at 5.6 µM; 0.63% of 330,000 active;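 active means inhibition above that plate's mean sample inhibition plus 3 SD, cut at about 26% in these data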;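 further: 0% = ATP-challenged DMSO wells and 100% = DMSO wells without ATP; some compounds past the cut are filed as inactive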
#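 Assay system: parental CHO cells; Read-out basis: percent inhibition of ATP-evoked calcium rise, normalized to controls; Benchmarks: ATP and no-ATP DMSO wells; Compound dosing: single nominal dose of 5.6 µM per compound; Signal: Fluo-8 calcium dye fluorescence; Also added: ATP as calcium-mobilizing challenge; Repeats: singlicate.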
# TAAR1 antag = antagonists of human TAAR1; Q96RJ0; CHO RD-HGA16 TAAR1, Fluo-8 calcium fluorescence, antagonist; inhibition, % at 3 µM; 1.5% of 360,000 active;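 active means inhibition above a per-plate cutoff, the mean inhibition of test compounds on that plate plus 3 SD, cut at about 49% in these data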;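 further: 0% = DMSO plus EC80 beta-PEA response and 100% = DMSO alone without agonist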
# Target sequence (Q96RJ0 whole entry, looked up): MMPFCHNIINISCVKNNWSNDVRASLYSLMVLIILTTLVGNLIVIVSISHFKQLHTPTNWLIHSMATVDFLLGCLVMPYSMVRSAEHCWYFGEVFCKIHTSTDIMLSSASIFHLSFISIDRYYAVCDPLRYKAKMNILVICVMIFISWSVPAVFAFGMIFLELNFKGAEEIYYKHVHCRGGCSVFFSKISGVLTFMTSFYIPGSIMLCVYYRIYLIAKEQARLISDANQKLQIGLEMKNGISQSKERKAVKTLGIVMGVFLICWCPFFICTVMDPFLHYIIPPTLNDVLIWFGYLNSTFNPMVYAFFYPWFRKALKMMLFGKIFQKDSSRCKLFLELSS
#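 Material: RD-HGA16 CHO cells with stable hTAAR1 and Gα16; Dosing: single nominal final test compound concentration of 3 µM; Schedule: seeding 17-24 h prior, 75-min 37 °C, 30-min RT dye loading; Detection: kinetic Fluo-8 calcium fluorescence measurement; Measure: % inhibition from peak post-agonist over basal fluorescence ratio; Benchmarks: vehicle and agonist controls.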
# * marks the source's active call; other numbers are inactive results; · = no result given.
SMILES,V1R ag counter,CHO-K1 Ca ag,OXTR agonist,GPR7 antag,CHO-K1 Ca antag,OXTR potentiator,M1 PAM parental,CHO parental Ca,TAAR1 antag
CC1(c2nc3ccccc3[nH]2)CCC(=O)N1Cc1cccs1 (stereo unspecified),·,0.4,·,·,9.5,·,9.3,·,-1.0
CN(C(=O)COC(=O)c1ccc(=O)n(Cc2ccccc2)n1)C1CCCCC1,0.2,0.5,0.2,·,2.6,-1.1,-10.7,-14.6,-6.8
O=C(Nc1ccc(S(=O)(=O)NC2=NCCCCC2)cc1)c1ccc(Cl)cc1Cl,0.9,-0.3,-1.1,·,1.0,-2.3,-24.6,-15.0,-2.4
O=C(N[C@@H](Cc1c[nH]c2ccccc12)C(=O)O)c1ccc(Cl)cc1,1.7,0.5,1.2,7.7,-12.1,0.7,8.5,-2.8,-11.6
CCOc1ccc(NC(=O)CN(C)C(=O)CC2OC(=O)c3ccccc32)cc1OCC (stereo unspecified),0.2,0.6,-0.3,·,-11.9,-4.4,-10.2,-6.0,-14.0
N#Cc1nc(-c2ccccc2)oc1N1CCC(C(N)=O)CC1,1.9,1.3,0.4,-9.2,-5.6,-2.2,-4.4,-5.6,-15.9
CC1(C)CC(=O)C2=C(C1)N=C1SCCC(=O)N1C2c1ccc(C(F)(F)F)cc1 (stereo unspecified),0.4,1.0,-1.3,16.1,-16.7,-5.2,4.8,-9.6,3.0
Cc1cc(C(=O)C(C)OC(=O)C2=NNC(=O)CC2)c(C)n1-c1ccc(OC(F)F)cc1 (stereo unspecified),5.4,2.5,2.0,19.2,6.5,-14.3,-2.4,5.9,10.7
O=c1nc(Nc2ccccc2)oc2ccccc12,-0.9,4.4,-0.5,-19.9,-11.8,-0.1,15.4,-13.4,-3.0
Cn1c(NCCc2ccncc2)nc2cc(-c3ccsc3)sc2c1=O,·,0.5,·,·,11.1,·,-15.2,·,-12.0
COc1ccc(S(=O)(=O)N[C@@H](CSCc2ccccc2)C(=O)O)cc1,·,0.4,·,6.8,-9.2,·,12.9,·,-29.3
COc1cccc(NC(=O)CCCCCn2nnc3ccccc3c2=O)c1,-0.5,1.5,0.0,-12.8,-14.1,2.5,-23.1,-16.4,-23.4
CCCS(=O)(=O)NC(=O)C1(C)CCCN(C(=O)c2ccccc2F)C1 (stereo unspecified),·,-0.3,·,·,-6.6,·,-9.1,·,-7.3
CC(C)Cc1csc(=S)[nH]1,·,0.3,·,·,-2.5,·,8.8,·,-4.8
S=c1nc[nH]c2c1ncn2C1CCCO1 (stereo unspecified),0.5,0.8,1.5,-3.8,-14.7,-9.5,3.5,3.2,-4.1
Cc1ccc(CNC(=O)c2cn(C3CCCCC3)c(=O)c3c2c2ccccc2n3C)o1,-1.4,2.6,-2.1,13.6,-7.6,-13.5,21.2,-34.2,45.4
Cc1ccc(Nc2nc3ccccc3s2)c(C)c1,5.1,0.2,0.3,-2.9,4.5,-5.8,11.7,-27.4,-26.2
C/C(=N/NS(=O)(=O)c1ccc(Cl)cc1)c1ccc2c(c1)OCO2,1.5,0.8,0.4,·,-4.6,0.0,16.1,-20.3,8.2
O=c1c(C(c2ccc(O)cc2)c2c(O)nc3n(c2=O)CCS3)c(O)nc2n1CCS2,-0.2,-0.3,0.8,1.3,24.5*,-1.0,-7.9,-5.1,0.0
Cc1cccc(/C=C2\Sc3ccc(C(=O)N4CCC(C(N)=O)CC4)cc3N(C)C2=O)c1,5.7,4.0,5.9,9.4,-9.7,-7.9,5.0,-4.7,60.2*
CCOC(=O)C(=CNc1ccccc1Cl)C(=O)OCC,·,9.2,·,-3.0,-1.1,·,-4.8,·,-56.0
Cc1nc2ccc(NC(=O)CCS(=O)(=O)c3ccc(Cl)cc3)cc2s1,8.4,14.1,11.1,3.2,-5.1,-9.7,7.2,-23.0,45.4
O=C(CSc1nnc(-c2cccnc2)o1)Nc1ccccc1F,0.7,0.5,0.1,·,1.5,-0.5,-3.6,-1.9,-17.6
CN(C)c1ccc(NC(=O)c2cccc([N+](=O)[O-])c2)c2ccccc12,-0.7,-0.4,-2.3,-2.0,-5.6,1.6,-3.9,-20.3,-4.2
O=c1onc(-c2ccc(Cl)cc2Cl)n1-c1cccnc1,-1.1,0.6,0.8,-13.7,0.3,1.8,10.2,-5.6,-16.3
Cc1cnc(-c2nnc(N(C)C(=O)C3CCCO3)s2)cn1 (stereo unspecified),1.0,0.0,-0.7,-4.1,-9.2,-11.5,8.2,-12.6,5.5
CCCCN(C(=O)CCC(=O)Nc1cc(C)on1)C(C(=O)NC1CCCC1)c1ccc(OC)cc1 (stereo unspecified),-0.8,-1.5,-2.9,2.4,-30.7,-4.3,17.3,-30.2,-5.0
CC1CN(C(=O)CSc2nnc(-c3ccccc3)o2)CC(C)O1 (stereo unspecified),-0.2,0.6,-0.8,-22.4,-5.4,-1.0,-2.4,-13.5,-6.0
Cc1ccc(N(CCC(=O)Nc2nnc(C3CC3)s2)S(=O)(=O)c2ccccc2)cc1,0.0,·,-1.6,-10.0,·,-4.0,·,-12.0,-17.7
CN1CCc2c(sc(NC(=O)Cc3ccc(F)cc3)c2C(N)=O)C1,0.8,0.8,1.6,-3.6,-7.6,-4.2,4.5,4.8,-0.7

# Compound profiles, as listed above. Screens in order: V1R ag counter, CHO-K1 Ca ag, OXTR agonist, GPR7 antag, CHO-K1 Ca antag, OXTR potentiator, M1 PAM parental, CHO parental Ca, TAAR1 antag
# Profile of Cc1cccc(/C=C2\Sc3ccc(C(=O)N4CCC(C(N)=O)CC4)cc3N(C)C2=O)c1 → 5.7, 4.0, 5.9, 9.4, -9.7, -7.9, 5.0, -4.7, 60.2*
# Profile of CCCCN(C(=O)CCC(=O)Nc1cc(C)on1)C(C(=O)NC1CCCC1)c1ccc(OC)cc1 (stereo unspecified) → -0.8, -1.5, -2.9, 2.4, -30.7, -4.3, 17.3, -30.2, -5.0
# Profile of O=C(CSc1nnc(-c2cccnc2)o1)Nc1ccccc1F → 0.7, 0.5, 0.1, ·, 1.5, -0.5, -3.6, -1.9, -17.6

# Other entries
SMILES,V1R ag counter,CHO-K1 Ca ag,OXTR agonist,GPR7 antag,CHO-K1 Ca antag,OXTR potentiator,M1 PAM parental,CHO parental Ca,TAAR1 antag
COc1ccc(NC(=O)CS(=O)CC(=O)Nc2cccnc2)cc1 (stereo unspecified),0.7,0.6,0.2,0.4,-22.7,-0.1,16.5,-1.5,-7.6
O=C1c2ccccc2C(=O)c2c([N+](=O)[O-])ccc(O)c21,-0.1,0.8,-0.5,-8.0,-4.3,-3.3,14.2,-9.1,11.8
Cc1ccc2cc(NC(=O)c3ccc(C(C)(C)C)cc3)ccc2n1,0.2,5.3,-0.9,-33.2,12.1,-20.8,12.7,-5.6,58.1*
Fc1ccc(-c2[nH]ncc2CN2CCN(c3ccc(F)cc3)CC2)cc1,11.8,3.4,15.1,-1.9,-6.5,-5.8,12.5,-17.8,4.0
CCOc1ccc(OCC)c(S(=O)(=O)NC2CC(C)(C)NC(C)(C)C2)c1,-0.2,0.2,0.4,0.7,-10.2,-1.0,2.2,-7.1,-31.5
CCCCN1CC(COCc2ccccc2)Oc2cccc(Oc3ccc(F)cc3)c2S1(=O)=O (stereo unspecified),·,0.5,·,·,-1.4,·,2.1,·,4.3
Cc1nc2ccccn2c1C(=O)CSc1cccc(Cl)c1,5.7,8.7,7.3,-8.4,-10.9,-12.7,2.4,-32.2,8.3
CC[C@]1(C(=O)OC)[C@H]2C(=O)N(Cc3ccccc3)C(=O)[C@H]2[C@H]2CN=C(SC)N21,·,0.7,·,·,-14.6,·,16.2,4.6,-3.5
COc1ccc2cc(C[C@@H]3CC[C@@H](CO)O3)ccc2c1,·,1.3,·,·,-11.7,·,9.2,-5.3,4.7
N#CC1=C(SCC(N)=O)NC(=O)CC1c1ccccc1Cl (stereo unspecified),-0.7,-0.2,-0.2,-8.0,9.5,-6.1,6.1,-5.2,7.0
CCCNC(=O)c1ccccc1NS(=O)(=O)c1ccc(OC)c(OC)c1,-0.4,0.0,0.7,-7.8,6.9,-2.5,11.0,5.2,12.8
O=C(NCCC1CCCCN1S(=O)(=O)c1ccccc1)C(=O)NCc1ccc(F)cc1 (stereo unspecified),4.8,0.8,-1.1,·,-9.0,-4.8,-1.9,-6.4,-13.0
Cc1nn(C(C)C(=O)Nc2ccc3c(c2)OCO3)c(C)c1[N+](=O)[O-] (stereo unspecified),-0.6,1.3,0.3,-16.9,-15.1,1.9,18.5,-2.8,-19.6
NC(=O)N/N=C/c1ccc(OCc2cccc(Cl)c2)cc1,0.4,0.5,0.1,10.3,-13.8,-3.4,14.0,-11.8,-6.7
COc1cc(OC)c2ccc(=O)oc2c1C(CCN1CCN(c2ccccc2)CC1)c1ccc(N(C)C)cc1 (stereo unspecified),-0.9,-0.5,0.0,·,-0.8,-6.0,-15.8,-22.4,-1.4
CN1/C(=C\C(=S)Nc2ccccc2)C(C)(C)c2ccccc21,1.3,0.7,-1.6,-2.3,2.1,-10.6,16.2,14.3,3.6
COc1ccc(NC(=O)N(C)C[C@H]2Oc3ccc(NC(=O)Cn4cnnn4)cc3C(=O)N([C@H](C)CO)C[C@@H]2C)cc1,0.1,0.3,0.6,·,-13.5,-8.5,11.0,-8.3,10.0
CC(C)c1ncc(S(=O)(=O)c2ccc(C(F)(F)F)cn2)c(N)n1,-1.9,0.5,-0.2,-13.3,-8.4,-11.4,11.7,2.1,-5.0
Cc1ccc(S(=O)(=O)Nc2c(C)nc3nc[nH]n3c2=O)c(C)c1,-0.1,0.0,0.5,-0.6,8.7,3.1,-12.1,-0.9,12.9
COc1ccc(S(=O)(=O)N(C)C[C@H]2Oc3ncc(-c4ccncc4)cc3C(=O)N([C@@H](C)CO)C[C@@H]2C)cc1,·,0.1,·,·,-9.9,·,7.8,·,9.4
COCC1CCN(C(=O)c2ccc(OC)c(OC3CCN(C(C)C)CC3)c2)CC1,·,0.1,·,-21.1,4.0,·,-9.7,·,-11.3
Cc1ccccc1OCCn1cnc2cc([N+](=O)[O-])ccc2c1=O,0.0,5.2,-0.5,26.2*,1.5,-14.4,-7.9,1.8,49.2*
Cc1ccsc1C(=O)NCC(C)(C)N1CCOCC1,0.0,-0.3,-0.1,·,13.8,-0.4,-22.1,-1.2,4.0
Cc1nc2ccccc2c(=O)n1/N=C/c1ccc(O)cc1O,2.2,0.5,2.9,-15.8,-3.8,0.3,3.8,-24.8,14.5
COc1ccc(C(=O)Nc2cccc(C)n2)cc1S(=O)(=O)N1CCCc2ccccc21,·,3.0,·,·,18.9,·,-17.2,·,30.7
CC1CCCCC1NC(=O)C(=O)NCC1CCCO1 (stereo unspecified),0.3,-0.2,0.3,-6.5,21.7,-8.0,-7.5,9.3,7.3

# Compounds were not picked by outcome. Share with any hit: about 3.5%.
